Bioassay records: PubChem BioAssay, National Center for Advancing Translational Sciences (NCATS)
p53 reactivation = qHTS assay for re-activators of p53 using a Luc reporter | H1299 p53-A138V BP100-luciferase reporter, luminescence, 24 h | Potency, µM (highest dose often 92.2 µM), inactives show top-dose activity change, positive = activation, actives largely listed as activators | 0.063% of 320,000 active; note: potency is the fitted concentration of half-maximal effect; % of control where 0% means no effect; nearly all actives have a fitted effect of over 45% in size
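H1299 (p53-null), stable ts p53-A138V + BP100-Luc; 1000 cells/well, Opti-MEM/10% FBS; cpd 4 pt, 1:5; 24 h, 37 deg C, 5% CO2; detection reagent 10 min RT; luminescence.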
TSG101-PTAP inh = qHTS Assay for Iinhibitors of HIV-1 Budding by Blocking the Interaction of PTAP/TSG101; Potency, µM (highest dose often 115 µM), for the others: at the highest dose activity change, negative = inhibition, usual class: inhibitors; Fluorescence polarization, FITC-PTAP peptide / Tsg101 binding; Tumor susceptibility gene 101 protein (Homo sapiens), Q99816; 340,000 tested, under 10 active; active = well fitted inhibition curve with a large enough effect in the main read-out, with a control signal flat, not every such curve was filed as active; inconclusive = small, poorly fitted or top-dose-only effect, or effect the other way, or a change in a side signal; inactive = no such curve, though single readings can be large or run the other way; note: potency is the fitted concentration of half-maximal effect; % of control where 0% means no effect
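Fluorescence anisotropy tracks displacement of a FITC-tagged PTAP peptide (50 nM) from the Tsg101 binding domain (10 uM), following a 20 min room-temperature incubation at pH 7.5.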
TRPV1 ag = HTS Assay for Compounds that Act as Agonists of the Vanilloid Receptor 1. TRPV1-expressing cells, Fluo-8 calcium influx, agonist mode. Transient receptor potential cation channel subfamily V member 1 (Homo sapiens), Q8NER1. 0.19% of 320,000 active. activation, % at 8.33 µM; in the data active = activation above about 80%; inconclusive = between about 30% and that limit; note: 0% is about no effect
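TRPV1-expressing cells were cultured overnight at 35.5C and loaded with Fluo-8 calcium dye for 40 to 90 min at room temperature. After a 10 s baseline, compound was added and calcium influx was read kinetically for 3 min (ex 480/em 520 nm).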
BRCA1 expr act = qHTS Assay to Identify Small Molecule Activators of BRCA1 Expression; MCF7-BRCA1-FFLuc reporter, luminescence, 48 h; response scale: scaled: vehicle 0%, 10 µM genistein 100%; Potency, µM (top dose mostly 46.1 µM), without a hit: at the top dose activation, usual class: activators; 1.1% of 380,000 active; AID 624202, 2012; note: potency is the fitted concentration of half-maximal effect; nearly all actives have a fitted effect of over 80% in size; some results filed as inactive show a strong effect at the top dose
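MCF7 cells carrying a BRCA1-firefly luciferase reporter (2000 cells/well, phenol-red free MEM) were attached for 2 h at 37 °C, then given compounds for 48 h. Luminescence was read 15 min after luciferase reagent; activity normalized to genistein (10 microM) and DMSO.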
TCR act = Activators of T cell receptors: qHTS campaign | Potency, µM (highest dose often 9.22 µM), without a hit: at the top dose activation of IL-2 secretion, usual class: activators | 330,000 tested, under 10 active | primary human leukocytes, anti-CD3, IL-2 HTRF, 48 h | AID 504894, 2011; note: % of control where 0% means no effect
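TCR engagement came from a-CD3 beads alone, with compounds added to primary human leukocytes for 48 hr. Secreted IL-2 bridged europium cryptate- and d2-labelled anti-IL-2 antibodies, giving FRET emission at 665nm after 320nm excitation.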
Integrin act MD = qHTS for Activators of Integrin-Mediated Alleviation for Muscular Dystrophy; alpha7betagal myoblasts, beta-gal FDG fluorescence, 48 h; Potency, µM (titrated, usually from 38.3 µM), for inactives: top-dose activation, most hits filed as activators; 0.064% of 350,000 active;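 note: potency is the fitted concentration of half-maximal effect; 100% = response of the positive control SU9516; nearly all actives have a fitted effect of over 60% in size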
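Alpha7betagal+/- myoblasts (passage 13) were plated 16-24 hr, then exposed to compounds (1:260 dilution of DMSO stock) for 48 hours at 37C. After MPER lysis, β-galactosidase reporter activity was read as FDG fluorescence (ex 480/em 540) after 30 minutes.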
MLL CXXC-DNA inh = qHTS Fluorescence Polarization Assay for Inhibitors of MLL CXXC domain - DNA interaction; MLL-CXXC / FITC-HOXA9 DNA fluorescence polarization; Potency, µM (series often up to 115 µM), for inactives: at the highest dose activity change, negative = inhibition, hits mostly inhibitors; Histone-lysine N-methyltransferase 2A (Homo sapiens), Q03164; 0.037% of 290,000 active; active = well fitted inhibition curve with a large enough effect in the polarisation, with a control signal flat, not every such curve was filed as active; inconclusive = small, poorly fitted or top-dose-only effect, or effect the other way, or a change in a side signal; inactive = no such curve, though single readings can be large or run the other way; the % refers to the polarisation; note: potency is the fitted concentration of half-maximal effect
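Fluorescence polarization: 7 uM MLL-CXXC (stock) preincubated 5 min with compounds, then 50 nM fluorescein-HOX-A9 DNA (stock) added; 30 min ambient. Buffer 50 mM Tris-HCl pH 7.5, 50 mM NaCl, 1 mM DTT, 0.05% BSA.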
A-T KAP1 phos = qHTS Assay for Identifying a Potential Treatment of Ataxia-Telangiectasia; 0.19% of 320,000 active; Potency, µM (doses to about 57.5 µM), for the others: at the top dose activation, actives largely listed as activators; […] A-T fibroblasts, KAP-1 phosphorylation AlphaLISA; neocarzinostatin DNA damage 30 min before lysis; AID 485349, 2010; note: potency is the fitted concentration of half-maximal effect; % of control where 0% means no effect; nearly all actives have a fitted effect of over 45% in size
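ATM-like activity read as KAP-1 phosphorylation via AlphaLISA donor/acceptor antibody pairs after lysis and 6 hr at 25C. Cells were ATM-null patient fibroblasts ([…], hTERT), dosed 60 min, then exposed to the DSB inducer NCS for 30 min.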
B2AR arrestin = qHTS assay of beta-arrestin-biased ligands of beta2-adrenergic receptor | Beta-2 adrenergic receptor (Homo sapiens), P07550 | beta-arrestin recruitment to beta2AR, cell-based reporter | Potency, µM (series often up to 46.1 µM), for inactives: top-dose activation, hits mostly activators | 0.02% of 330,000 active;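 note: potency is the fitted concentration of half-maximal effect; 0% = DMSO controls and full agonism = EC100 isoproterenol or metaproterenol; nearly all actives have a fitted effect of over 65% in size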
ELG1 repair inh = qHTS screen for small molecules that inhibit ELG1-dependent DNA repair in human embryonic kidney (HEK293T) cells expressing luciferase-tagged ELG1; 2.3% of 330,000 active; HEK293T ELG1-luciferase reporter, luminescence, 16 h; DNA damage induced by 5-fluorouridine; Potency, µM (highest dose often 46.1 µM), without a hit: top-dose activity change, negative = inhibition, actives largely listed as inhibitors; note: potency is the fitted concentration of half-maximal effect; % is set by controls: 0 for no effect and ±100 for the full control effect; nearly all actives have a fitted effect of over 55% in size
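DMSO vehicle served as the neutral condition. Each well held 2,000 cells given 5-fluorouridine plus compound; after 16 hr at 37 °C/5% CO2, ONE-Glo was added and luciferase measured 30 min later.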
An asterisk follows results filed as active; ? = inconclusive; . = not tested or not shown; [ ] = dose if it differs, or a comment. Unless noted, calls come from the whole dose curve; as a rule, active = well fitted curve in the direction sought with a large enough effect; inconclusive = small, poorly fitted or top-dose-only effect, or another doubt; inactive = no such curve, though single readings can be large; an effect the other way counts as inactive or inconclusive.

Each structure is followed by: p53 reactivation	TSG101-PTAP inh	TRPV1 ag	BRCA1 expr act	TCR act	Integrin act MD	MLL CXXC-DNA inh	A-T KAP1 phos	B2AR arrestin	ELG1 repair inh
- O=C(Cn1nnc(-c2ccc(Cl)cc2)n1)NCC1CCCCC1
 : 2%	-8%	?	0%	-5%	-8%	-11%	7%	0.5%	-5%
- CCCCNS(=O)(=O)c1ccc2c(c1)oc(=O)n2CC(=O)OCC
 : -2%	0%	1	0%	1%	-6%	1%	6%	-0.2%	-5%
- CC(C)(C)N1C(=O)[C@H]2[C@@H](c3ccc(Br)cc3)N3C(=O)N(c4ccc(Br)cc4)C(=O)[C@@]3(Cc3ccccc3)[C@H]2C1=O
 : 14%	-1%	-4	0%	-9%	20%	9%	-14%	-0.7%	9%
- CCC(CC)C(=O)c1c[nH]c(C(=O)NCCOC)c1
 : -1%	-4%	2	0%	0%	-103%[inhibitor]	17%	2%	0.1%	0%
- O=C(CSc1nc(=O)n(CCCN2CCOCC2)c2c1CCCC2)Nc1ccc(F)cc1F
 : -4%	-1%	-1	-6%	-4%	30%	.	2%	0.2%	-8%
- CCOC(=O)c1c(NC(=O)CSc2ncn[nH]2)sc(C(=O)NC)c1C
 : ?	-8%	-4	-5%	7%	-16%	-8%	0%	0.6%	1%
- O=C(NCc1ccccc1)c1ccc2c(=O)[nH]c3c(C(=O)NCC4CCCO4)sc(=S)n3c2c1 (stereo not given)
 : 3%	-6%	-1	0%	6%	14%	-20%	0%	0.0%	-7%
- O=[N+]([O-])c1ccc(Cl)c(/C=N/NC(=S)Nc2ccccc2)c1
 : -2%	-11%	.	-39%	-1%	-32%	0%	2%	-0.8%	?
- Cc1ccccc1OCCC(=O)OCC(=O)NC1CCCC1
 : -3%	-7%	7	-11%	-2%	-22%	.	-4%	0.2%	-5%
- O=C(Nc1ccc(N=Nc2ccccc2)cc1)c1ccccc1Cl
 : ?	0%	0	?	-3%[46.1 µM]	37%	1%	-2%	-0.3%	?
- COc1ccc(N(CC(=O)NC2CCCC2)C(=O)c2ccc(C)s2)cc1OC
 : -3%	-1%	1	2%	5%	-10%	14%	0%	0.0%	2%
- CC(=O)Nc1ccc(/C=C/c2nc3ccccc3o2)cc1
 : .	-1%	4	?	-5%	-1%	?	9%	-1.1%	?
- COC(=O)[C@H](CC(C)C)NS(=O)(=O)N[C@@H](CC(C)C)C(=O)OC
 : 2%	-6%	3	0%	-8%	19%	.	-5%	0.2%	20%
- CC1(C)CCN(Cc2ccccc2)C1CC#N (stereo not given)
 : -6%	-7%	7	2%	-3%	9%	-8%	-8%	-0.3%	0%
- CCOC(=O)C1=C(COC(=O)COc2ccccc2C=O)NC(=O)NC1C (stereo not given)
 : 7%	-2%	.	1%	7%[46.1 µM]	18%	.	9%	-2.2%	?

Among those listed so far, 5 contain four or more nitrogen atoms.
Each structure is followed by: p53 reactivation	TSG101-PTAP inh	TRPV1 ag	BRCA1 expr act	TCR act	Integrin act MD	MLL CXXC-DNA inh	A-T KAP1 phos	B2AR arrestin	ELG1 repair inh
- O=C(Cn1nnc(-c2ccc(Cl)cc2)n1)NCC1CCCCC1
 : 2%	-8%	?	0%	-5%	-8%	-11%	7%	0.5%	-5%
- O=C(CSc1nc(=O)n(CCCN2CCOCC2)c2c1CCCC2)Nc1ccc(F)cc1F
 : -4%	-1%	-1	-6%	-4%	30%	.	2%	0.2%	-8%
- CCOC(=O)c1c(NC(=O)CSc2ncn[nH]2)sc(C(=O)NC)c1C
 : ?	-8%	-4	-5%	7%	-16%	-8%	0%	0.6%	1%
- O=C(NCc1ccccc1)c1ccc2c(=O)[nH]c3c(C(=O)NCC4CCCO4)sc(=S)n3c2c1 (stereo not given)
 : 3%	-6%	-1	0%	6%	14%	-20%	0%	0.0%	-7%
- O=[N+]([O-])c1ccc(Cl)c(/C=N/NC(=S)Nc2ccccc2)c1
 : -2%	-11%	.	-39%	-1%	-32%	0%	2%	-0.8%	?

(continued)
Each structure is followed by: p53 reactivation	TSG101-PTAP inh	TRPV1 ag	BRCA1 expr act	TCR act	Integrin act MD	MLL CXXC-DNA inh	A-T KAP1 phos	B2AR arrestin	ELG1 repair inh
- O=C(NC1CCCC1)C(c1ccncc1)N(C(=O)c1csnn1)c1ccc(Cl)cc1 (stereo not given)
 : 0%	0%	1	-6%	3%	?	5%	-2%	-0.9%	-4%
- Cc1c(Cl)c([N+](=O)[O-])nn1CC(=O)NCc1ccc(Cl)cc1
 : .	-1%	2	0%	-4%	21%	24%	-3%	-0.9%	-10%
- O=C(Nc1ccnn1C1CCN(Cc2ccc(CO)o2)CC1)c1ccc2c(c1)OCO2
 : 5%	-1%	4	-9%	-6%	-6%	5%	9%	0.0%	-2%
- Cc1c(O)ccc(C(=O)CN2CCN(Cc3ccccc3)CC2)c1O
 : 0%	-6%	-1	-28%	-5%	18%	2%	0%	-0.2%	0%
- O=C(CC(NS(=O)(=O)c1ccc(Cl)cc1)c1ccco1)N1CCc2ccccc21 (stereo not given)
 : 5%	-5%	2	-19%	0%	-6%	9%	2%	0.2%	-17%
- Cc1ccccc1-c1nnc(SCC(=O)NC2CCS(=O)(=O)C2)n1C (stereo not given)
 : 4%	-1%	.	-2%	0%	?	.	0%	0.1%	0%
- CN(CC(=O)Nc1cccc(F)c1)C(=O)CN1C(=O)NC2(CCCCC2)C1=O
 : -5%	-2%	-3	-11%	-4%	-13%	.	6%	-0.2%	1%
- Cn1c(/C=N/c2nc3ccccc3[nH]2)nc2ccccc21
 : 7%	-2%	2	-49%	.	0%	-8%	4%	0.4%	12%
- COc1ccc(-c2noc(C3CCCN(C(=O)c4ccc(C)cc4)C3)n2)cc1 (stereo not given)
 : 6%	-1%	3	0%	2%	-50%[inhibitor]	-7%	15%	-0.2%	-16%
- CC(=O)c1c(C)oc2ccc(N(C(C)=O)S(=O)(=O)c3cccc4cccnc34)cc12
 : -3%	-7%	11	-17%	4%	-74%[inhibitor]	1%	19%	0.2%	5.8µM*
- COc1ccc(OC)c(NC(=O)Cc2ccc(NC3=NC4CS(=O)(=O)CC4S3)cc2)c1 (stereo not given)
 : 4%	-3%	-2	-1%	-3%	-1%	.	7%	-0.9%	-2%
- CCOc1ccc(Oc2nc(C)cc(OC)n2)nn1
 : 1%	-1%	-1	-20%	-2%	-2%	4%	-1%	-0.1%	0%
- CCCCn1c(SCC(=O)c2ccc3c(c2)OCCO3)nnc1-c1ccco1
 : -29%	-5%	-2	-12%	-15%	-3%	0%	6%	-0.1%	-10%
- CCCCCCCCCC(=O)N1c2ccccc2NC(=O)C1CC(=O)Nc1ccc(C(=O)O)cc1 (stereo not given)
 : -5%	-3%	14	-4%	-13%	6%	-6%	30%	-0.3%	0%
- CCC(Cc1ccccc1)NC(=O)CCn1cccc1 (stereo not given)
 : -8%	-15%	0	-11%	1%	12%	11%	0%	0.0%	-9%
- Cn1cc2ccc(N)cc2n1
 : -1%	-2%	-2	-2%	-2%	-10%	4%	-5%	-0.9%	-1%
- Cc1ccc(S(=O)(=O)N(C)C)cc1NC(=S)NCCc1ccccn1
 : -3%	-3%	1	-5%	10%	-50%[inhibitor]	-1%	5%	-0.4%	?
- CC(C)N(C(=O)COC(=O)c1cccnc1Cl)c1ccccc1
 : -2%	-2%	.	-11%	1%[46.1 µM]	-10%	.	9%	-0.2%	3%
- CCOC(=O)[C@H](C)N1[C@H](C)[C@H](c2ccccc2)Oc2ccc(Cl)cc2S1(=O)=O
 : .	1%	.	-7%	7%	35%	.	.	.	.
- COc1ccc(NS(=O)(=O)c2ccc(N3CCCCC3)c(N)c2)cc1
 : 12%	-10%	9	1%	-3%	-36%	.	-4%	-0.2%	24%
- Cc1ccc(N(C)C(=O)N2CCN(S(=O)(=O)c3ccc(C)c(C)c3)CC2)cc1
 : -5%	-2%	18	-16%	-2%	11%	1%	2%	-0.1%	?
- O=S(=O)(c1ccc(OCC(O)CNCc2ccco2)c(Cl)c1)N1CCOCC1 (stereo not given)
 : 8%	1%	0	-1%	-70%	14%	-5%	13%	-0.1%	2%
